Screening results deposited in PubChem BioAssay by National Center for Advancing Translational Sciences (NCATS).
GAA spleen mod = qHTS Assay for Inhibitors and Activators of Human alpha-Glucosidase From Spleen Homogenate. Lysosomal alpha-glucosidase (Homo sapiens), P10253. human spleen homogenate, 4-MU-alpha-glucoside fluorescence. Potency, µM (series often up to 79.9 µM), for inactives: at the top dose activity change, negative = inhibition, most hits filed as inhibitors. 240,000 tested, 0.006% active. AID 2112, 2009;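 also: 0% = enzyme with vehicle and -100% = no enzyme basal signal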
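Human spleen homogenate (1 ug) with 4-methylumbelliferyl-alpha-D-glucopyranoside (1 mM final) in 50 mM citrate/phosphate pH 5.0, 0.01% Tween-20; 40 min at 37 C. Stopped at pH 10; 4-MU fluorescence Ex 365/Em 440 nm; AC50 by Hill fit.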
GAA inhib = qHTS Assay for Inhibitors of Human alpha-Glucosidase as a Potential Chaperone Treatment of Pompe Disease; Lysosomal alpha-glucosidase (Homo sapiens), P10253; purified human GAA, 4-MU-alpha-glucoside fluorescence; Potency, µM (titrated, usually from 76.9 µM), inactives show at the top dose activity change, negative = inhibition, actives largely listed as inhibitors; 200,000 tested, 0.005% active; AID 1466, 2008;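 also: plate controls were uninhibited enzyme wells for no effect and no-enzyme background for full effect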
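Compounds are titrated up to 77 uM against 4 nM human enzyme. Substrate 4-methylumbelliferyl-alpha-D-pyranoside (400 uM) reacts 20 min at room temperature in pH 5.0 buffer; liberated 4-methylumbelliferone is read at 440 nm.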
Tau FP inhib = qHTS for Inhibitors of Tau Fibril Formation, Fluorescence Polarization; 280,000 tested, 0.39% active; K18 P301L tau heparin fibrillization, Alexa594 FP, 6 h; Potency, µM (titrated, usually from 57.7 µM), for the others: at the top dose activity, negative = inhibition, most hits filed as inhibitors; Microtubule-associated protein tau (Homo sapiens), P10636; also: % is scaled to controls: 0 for no effect and ±100 for the full control effect; nearly all actives have a fitted effect of over 55% in size
Target sequence (P10636 561-689 P618L limits assumed): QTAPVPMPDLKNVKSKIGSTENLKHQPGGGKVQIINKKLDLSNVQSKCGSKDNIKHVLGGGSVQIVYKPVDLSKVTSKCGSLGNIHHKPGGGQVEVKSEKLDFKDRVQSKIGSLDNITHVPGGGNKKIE
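Read-out: fluorescence polarization of Alexa 594-labeled tau (0.24 uM), 555 nm excitation, 632 nm emission. Mixtures held 15 uM unlabeled K18 P301L, compound and 20 uM heparin, pH 7 acetate buffer, incubated 6 hr at 37 C.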
Tau ThT inhib = qHTS for Inhibitors of Tau Fibril Formation, Thioflavin T Binding; recombinant tau K18 P301L, heparin-induced fibrillization, ThT fluorescence; Potency, µM (doses to about 57.4 µM), inactives show at the top dose activity, negative = inhibition, usual class: inhibitors; AID 1460, 2008; Microtubule-associated protein tau (Homo sapiens), P10636; 270,000 tested, 2.1% active; also: % is scaled to controls: 0 for no effect and ±100 for the full control effect; nearly all actives have a fitted effect of over 55% in size
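In this qHTS, human K18 P301L tau is incubated with compound and heparin for 6 hr at 37 C, and Thioflavin T fluorescence then reports fibril load.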
Tau fluor counter = Counterscreen qHTS for Inhibitors of Tau Fibril Formation, Fluorescence Polarization; 280,000 tested, 0.93% active; tau K18 P301L (four-repeat tau fragment) Alexa594 fluorescence, heparin fibrillization; Potency, µM (doses to about 57.7 µM), for the others: top-dose activity change, negative = decrease; also: % is scaled to controls: 0 for no effect and ±100 for the full control effect; nearly all actives have a fitted effect of over 55% in size
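Human K18 P301L tau (15 uM unlabeled plus 0.24 uM Alexa 594-labeled, final) in 100 mM sodium acetate pH 7 was mixed with compound and 20 uM heparin and incubated 6 hr at 37 C.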
HTT ATP protect = qHTS Multiplex Assay to Identify Dual Action Probes in a Cell Model of Huntington: Cytoprotection (ATP); Potency, µM (titrated, usually from 56.4 µM), inactives show cytoprotection (ATP increase), actives largely listed as activators; 230,000 tested, 0.14% active; AID 1471, 2008; PC12 HTT-Q103 induced, cytoprotection, ATP luminescence, 40 h;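 also: % of control where 0% means no effect; nearly all actives have a fitted effect of over 45% in size; toxic huntingtin expression switched on by the ecdysone agonist tebufenozide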
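Cells were plated at 1500 per well in phenol red-free DMEM with 5% equine and 5% calf serum. Tebufenozide (100 nM final) and compounds were added, then ATPlite reagent, and luminescence was read.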
GLA spleen mod = qHTS Assay for Inhibitors and Activators of Human alpha-Galactosidase From Spleen Homogenate; Potency, µM (series often up to 80 µM), for inactives: at the top dose activity change, negative = inhibition, most hits filed as inhibitors; human spleen homogenate, 4MU-alpha-Gal fluorescence, 40 min; 240,000 tested, 0.008% active; Alpha-galactosidase A (Homo sapiens), P06280;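 also: 0% = enzyme with vehicle and -100% = no enzyme basal signal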
Target sequence (P06280 32-429 limits assumed): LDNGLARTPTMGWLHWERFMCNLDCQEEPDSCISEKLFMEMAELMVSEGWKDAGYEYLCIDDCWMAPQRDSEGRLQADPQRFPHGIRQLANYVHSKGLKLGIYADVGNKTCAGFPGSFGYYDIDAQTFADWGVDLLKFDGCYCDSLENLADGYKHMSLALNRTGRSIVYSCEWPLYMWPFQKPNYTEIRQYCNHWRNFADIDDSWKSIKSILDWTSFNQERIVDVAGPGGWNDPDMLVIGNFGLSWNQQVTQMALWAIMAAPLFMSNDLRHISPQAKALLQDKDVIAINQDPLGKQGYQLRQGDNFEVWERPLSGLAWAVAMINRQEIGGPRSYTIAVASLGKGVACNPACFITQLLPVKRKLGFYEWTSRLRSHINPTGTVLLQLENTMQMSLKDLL
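Inhibition or activation of alpha-galactosidase in human spleen homogenate is scored by 4-MU fluorescence after 40 min at 37C, pH 5.0, with 1 mM substrate. AC50s come from concentration-response fitted to the Hill equation.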
GAA glycogen mod = qHTS Assay for Inhibitors and Activators of Human alpha-Glucosidase Cleavage of Glycogen | recombinant GAA, glycogen substrate, Amplex Red glucose oxidase fluorescence | Lysosomal alpha-glucosidase (Homo sapiens), P10253 | Potency, µM (series often up to 76.4 µM), for inactives: top-dose activity change, negative = inhibition, actives largely listed as inhibitors | 300,000 tested, 0.38% active;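 also: 0% = full enzyme reaction and -100% = no-enzyme basal signal; the screen sought inhibitors and activators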
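Recombinant human alpha-glucosidase (4 nM final) hydrolysed bovine liver glycogen (30 ug) for 40 min at 37 C in pH 5.0 citrate/phosphate with 0.01% Tween-20. Released glucose detected by glucose oxidase/Amplex Red, Ex 573/Em 610 nm. Compounds up to 77 uM; AC50 from Hill fits.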
Numbers without * were called inactive; & = joins results of further samples; [ ] = another dose, or the depositor's remark. Calls follow the shape of the dose curve; as a rule, active = well fitted curve in the direction sought with a large enough effect; inconclusive = small, poorly fitted or top-dose-only effect, or another doubt; inactive = no such curve, though single readings can be large; an effect the other way counts as inactive or inconclusive. Potency is read from the fitted curve at half-maximal effect.

Screening COc1ccc(CNC(=O)Cn2cncn2)cc1OC returned GAA spleen mod -3%, GAA inhib 4%, Tau FP inhib 5%, Tau ThT inhib 9%, Tau fluor counter 9%, HTT ATP protect -10%[10 µM], GLA spleen mod 5% and GAA glycogen mod -10%.
`Cc1nc2c(c(C)c1CCC(=O)NCc1ccc(Cl)cc1)c(=O)n(C)c(=O)n2C` gave Tau FP inhib 1%, Tau ThT inhib 0%, Tau fluor counter -6% and GAA glycogen mod -5%[76.3 µM].
`CC(=NC1CCCCC1)C1=C(O)c2ccccc2C1=O` gave GAA spleen mod 4%, GAA inhib -3%[15.4 µM], Tau FP inhib 6%, Tau ThT inhib inconclusive, Tau fluor counter inconclusive, HTT ATP protect -46%[inhibitor], GLA spleen mod 2% and GAA glycogen mod 9%.
Screening CCOc1ccc2nc(-c3ccccc3)[nH]c2c1 returned GAA spleen mod 0%, GAA inhib -6%, Tau FP inhib 7%, Tau ThT inhib inconclusive, Tau fluor counter -19%, HTT ATP protect -121%[inhibitor], GLA spleen mod 2% and GAA glycogen mod -3%.
Screening CC(=O)Nc1ccc(S(=O)(=O)Nc2nc3ccccc3nc2Sc2nncn2C)cc1 returned GAA spleen mod 2%, GAA inhib -5%, Tau FP inhib -8%, Tau ThT inhib -2%, Tau fluor counter -10%, HTT ATP protect -2%, GLA spleen mod 10% and GAA glycogen mod -4%.
For O=C(Cn1c(-c2cccs2)cc2cc(Cl)ccc21)N1CCN(c2ccccc2F)CC1 the results were Tau FP inhib 0%, Tau ThT inhib 5%, Tau fluor counter -3% and GAA glycogen mod 11%[76.3 µM].
C=C(C)CSc1nc2nc(C)cc(C)n2n1 was read as GAA spleen mod -2%, GAA inhib -5%, Tau FP inhib 7%, Tau ThT inhib 1%, Tau fluor counter 7%, HTT ATP protect 18%, GLA spleen mod -1% and GAA glycogen mod -3%.
Cc1ccc(C(=O)N2CCSC2=S)cc1 was read as GAA spleen mod -3%, GAA inhib inconclusive, Tau FP inhib 3%, Tau ThT inhib inconclusive, Tau fluor counter -4%, HTT ATP protect -6%[10 µM], GLA spleen mod -4% and GAA glycogen mod 5%.
`CC1CC(=O)N(c2ccc(NCCc3ccc(O)cc3)c([N+](=O)[O-])c2)C1=O` (stereo unspecified) gave GAA spleen mod 3%, GAA inhib 2%, Tau FP inhib 3%, Tau ThT inhib inconclusive, Tau fluor counter -23%, HTT ATP protect -30%[inhibitor], GLA spleen mod -7% and GAA glycogen mod -1%.
Screening CNC(=O)[C@H]1O[C@H](n2cnc3c(NCc4cccc(I)c4)ncnc32)[C@@H](O)[C@@H]1O returned GAA spleen mod -10%, Tau FP inhib inconclusive, Tau ThT inhib 3%, Tau fluor counter -8%, HTT ATP protect -8% and GLA spleen mod 4%.
For O=C(COc1ccccc1)NCCc1cn2ccsc2n1 the results were GAA spleen mod -7%, GAA inhib -2%, Tau FP inhib 10%, Tau ThT inhib -22%, Tau fluor counter -6%, HTT ATP protect -15%, GLA spleen mod 8% and GAA glycogen mod 18%.
Screening COc1ccc(NC(=O)C(Cc2ccccc2)NS(=O)(=O)c2ccc3c(c2)oc(=O)n3C)c(OC)c1 (stereo unspecified) returned Tau FP inhib -5%, Tau ThT inhib 7%, Tau fluor counter 4% and GAA glycogen mod -4%[76.3 µM].
CCCc1nnc(SCC(=O)N2CCOCC2)n1CCCOC was read as GAA spleen mod -4%, GAA inhib -9%, Tau FP inhib 1%, Tau ThT inhib -3%, Tau fluor counter 0%, HTT ATP protect -14%[10 µM], GLA spleen mod -8% and GAA glycogen mod -3%.
Screening CCOc1ccc(CCNC(=O)c2nc(-c3cccc(F)c3)n3c2CCCCC3)cc1OCC returned Tau FP inhib 7%, Tau ThT inhib -11%, Tau fluor counter 5% and GAA glycogen mod -16%[76.3 µM].
Screening Cc1cc2c(cc1C)C(c1ccccc1Br)CC(=O)N2 (stereo unspecified) returned GAA spleen mod -1%, GAA inhib -5%, Tau FP inhib 3%, Tau ThT inhib 0%, Tau fluor counter 10%, HTT ATP protect 13%[0.074 µM], GLA spleen mod 3% and GAA glycogen mod -4%.
COc1cc(NC(=O)COc2ccc(Br)cc2)ccc1NC(=O)C(C)C was read as GAA spleen mod 4%, GAA inhib 1%, Tau FP inhib -3%, Tau ThT inhib -5%, Tau fluor counter -6%, HTT ATP protect -21%, GLA spleen mod 4% and GAA glycogen mod 11%.
`CCCSc1ncc(Cl)c(C(=O)N(Cc2ccc(N(C)C)cc2)C2CCS(=O)(=O)C2)n1` (stereo unspecified) gave Tau FP inhib -6%, Tau ThT inhib inconclusive, Tau fluor counter inconclusive and GAA glycogen mod inconclusive.
For COc1ccccc1CNC(=O)c1cc2cc3ccc(Cl)cc3nc2o1 the results were Tau FP inhib inconclusive, Tau ThT inhib 5%, Tau fluor counter -3% and GAA glycogen mod 13%[76.3 µM].
`Cc1ccc(C(=O)CSc2nnc3c4ccccc4nc(Cc4ccccc4)n23)cc1` gave GAA spleen mod -3%, GAA inhib 0%, Tau FP inhib 9%, Tau ThT inhib 7%, Tau fluor counter 7%, HTT ATP protect 6%[10 µM], GLA spleen mod -12% and GAA glycogen mod 14%.
COC(=O)c1sccc1NC(=O)c1ccncc1 was read as GAA spleen mod 4%, GAA inhib 2%, Tau FP inhib -1%, Tau ThT inhib 9%, Tau fluor counter -5%, HTT ATP protect -10%, GLA spleen mod 5% and GAA glycogen mod -4%.
Cc1ccc(NC(=O)Cn2cncc2-c2ccc([N+](=O)[O-])cc2)cc1C was read as GAA spleen mod 0%, GAA inhib 3%, Tau FP inhib 2%, Tau ThT inhib inconclusive, Tau fluor counter -14%, HTT ATP protect -26%, GLA spleen mod 10% and GAA glycogen mod -8%.
COC(=O)[C@@H]1CC[C@H](C)[C@@H](c2ccc(C)cc2)N1C(=O)c1ccc(/C=N/O[C@H](C)c2cn([C@@H]3COC[C@H]3O)nn2)cc1 was read as GAA spleen mod 0%, GAA inhib -2%[15.4 µM], Tau FP inhib -1%, Tau ThT inhib inconclusive, Tau fluor counter -18%, GLA spleen mod -2% and GAA glycogen mod -2%.
For CN(C)S(=O)(=O)c1cccc(NC(=O)CNC2CCCCC2)c1 the results were GAA spleen mod -11%, GAA inhib 5%, Tau FP inhib -5%, Tau ThT inhib -10%, Tau fluor counter -13%, HTT ATP protect -2%[10 µM], GLA spleen mod -3% and GAA glycogen mod -5%.
Screening C=CCNC(=O)C1CCN(c2cnccn2)CC1 returned GAA spleen mod -3%, GAA inhib -4%, Tau FP inhib 0%, Tau ThT inhib -6%, Tau fluor counter -6%, HTT ATP protect -12%, GLA spleen mod 3% and GAA glycogen mod 4%.
`COc1ccc(C)cc1NC(=O)CN1CCCN(S(=O)(=O)c2ccc(Br)cc2)CC1` gave Tau FP inhib 10%, Tau ThT inhib -6%, Tau fluor counter -14% and GAA glycogen mod -8%&-7%[76.3 µM].
Clc1cccc(C[n+]2cc(-c3ccccc3)n3c2CCC3)c1 was read as GAA spleen mod 6%, GAA inhib 6%, Tau FP inhib 4%, Tau ThT inhib 16%, Tau fluor counter 18%, HTT ATP protect 10%[10 µM], GLA spleen mod -13% and GAA glycogen mod 11%.
For Fc1cccc(Cc2noc(CN3CCSCC3)n2)c1 the results were GAA spleen mod 2%, Tau FP inhib -5%, Tau ThT inhib 1%, Tau fluor counter -1%, HTT ATP protect 3%[10 µM], GLA spleen mod 9% and GAA glycogen mod 5%.
`O=C(CCn1c(=O)c2ccccc2n(CC(=O)NC2CCCC2)c1=O)NCCc1ccc(Cl)cc1` gave GAA spleen mod -3%, GAA inhib 1%, Tau FP inhib -1%, Tau ThT inhib 2%, Tau fluor counter -4%, HTT ATP protect -9%, GLA spleen mod 0% and GAA glycogen mod 6%.
`COc1cccc(C(=O)Nc2cc([N+](=O)[O-])ccc2N2CCN(C)CC2)c1` gave GAA spleen mod -4%, GAA inhib -3%, Tau FP inhib -8%, Tau ThT inhib -7%, Tau fluor counter -15%, HTT ATP protect -41%[inhibitor], GLA spleen mod 0% and GAA glycogen mod 4%.

Gathered by group: the entries above with two or more sulfur atoms (three)
Screening CC(=O)Nc1ccc(S(=O)(=O)Nc2nc3ccccc3nc2Sc2nncn2C)cc1 returned GAA spleen mod 2%, GAA inhib -5%, Tau FP inhib -8%, Tau ThT inhib -2%, Tau fluor counter -10%, HTT ATP protect -2%, GLA spleen mod 10% and GAA glycogen mod -4%.
Cc1ccc(C(=O)N2CCSC2=S)cc1 was read as GAA spleen mod -3%, GAA inhib inconclusive, Tau FP inhib 3%, Tau ThT inhib inconclusive, Tau fluor counter -4%, HTT ATP protect -6%[10 µM], GLA spleen mod -4% and GAA glycogen mod 5%.
`CCCSc1ncc(Cl)c(C(=O)N(Cc2ccc(N(C)C)cc2)C2CCS(=O)(=O)C2)n1` (stereo unspecified) gave Tau FP inhib -6%, Tau ThT inhib inconclusive, Tau fluor counter inconclusive and GAA glycogen mod inconclusive.
